# TNAP inh no acc – human TNAP enzyme inhibitors, primary screen, biochemical, luminescent, no phosphate acceptor, uHTS; Alkaline phosphatase, tissue-nonspecific isozyme (Homo sapiens), P05186; purified TNAP, CDP-star luminescence, 30 min; inhibition, % at 20 µM; 200,000 tested, 0.26% active; AID 1012, 2008;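 active means tissue-nonspecific alkaline phosphatase inhibition above about 50% at 20 µM in the single-dose screen, limit read from the data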;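 further: 0% = DMSO negative control and 100% = EDTA positive control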
# bIAP activator – bovine intestinal alkaline phosphatase activators, primary screen, biochemical, bovine IAP, CDP-star luminescence; alkaline phosphatase, intestinal [Bos taurus]; purified bovine IAP, 30 min; hits give high values; fold of DMSO-control signal, blank-subtracted; activation factor at 20 µM; AID 1016, 2008; 200,000 tested, 0.17% active;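 active means activation factor of 2 or more at 20 µM, a signal rise over negative controls twice the positive control's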
# HMGR II inh – inhibitors of E. faecalis class II HMGR, primary screen, biochemical, Enterococcus faecalis; HMG-CoA reductase (Enterococcus faecalis, mvaE); purified E. faecalis HMGR, NADPH absorbance 340 nm kinetic; inhibition, % at 10 µM; 190,000 tested, 0.41% active; AID 1066, 2008;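 active means inhibition above a set limit, the median over all tested compounds plus 3 SD, cut at about 9.5% in these data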;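 further: enzyme runs in reverse so mevalonate oxidation gives rising NADPH absorbance; 0% = complete reaction with DMSO and 100% = background rate lacking mevalonate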
# TNAP inh hi DEA – human TNAP enzyme inhibitors, primary screen, biochemical, luminescent, high phosphate acceptor level, uHTS; inhibition, % at 20 µM; AID 1135, 2008; purified TNAP, CDP-star luminescence, 1 M DEA; 200,000 tested, 0.03% active;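 active means over 50% inhibition of tissue-nonspecific alkaline phosphatase at 20 µM in the single-dose screen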;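 further: plate controls were DMSO wells for no effect and EDTA-quenched wells as full inhibition for full effect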
# TNAP act hi DEA – TNAP activators at high phosphate acceptor level, primary screen, biochemical, luminescence, uHTS; Alkaline phosphatase, tissue-nonspecific isozyme (Homo sapiens), P05186; purified TNAP, CDP-star luminescence, 1 M DEA, 30 min; hits give high values; 0 = EDTA background, 1 = DMSO-only activity; activation factor at 20 µM; 200,000 tested, under 10 active;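 active means activation factor at least 2 at 20 µM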
#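 Measured by: Luminescent substrate turnover signal | Test system: Human TNAP | Input: TNAP 1/800 final | Dosing: 20 µM single point | Schedule: 30 min, room temperature | Controls: EDTA wells as negative control, DMSO wells as positive control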
# bIAP inh – bovine intestinal alkaline phosphatase inhibitors, primary screen, selectivity assay for TNAP inhibitor project, biochemical, bovine IAP, CDP-star luminescence; purified bovine IAP, 30 min; inhibition, % at 20 µM; AID 1019, 2008; alkaline phosphatase, intestinal [Bos taurus]; 190,000 tested, under 10 active;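 active means over 50% inhibition of intestinal alkaline phosphatase at 20 µM in the single-dose screen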
#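 System: purified bovine intestinal alkaline phosphatase (IAP) enzyme; Input: IAP diluted 1/65,000,000 in the well; Measured by: CDP-star luminescence signal; Compound dosing: 20 µM single dose; Incubation: 30 min reaction at room temperature.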
# PPARg SRC1 recr – PPARgamma agonists recruiting SRC-1 coactivator, primary screen, biochemical; Peroxisome proliferator-activated receptor gamma (Homo sapiens), P37231; PPARgamma-SRC-1 coactivator recruitment biochemical assay; activation, % at 8 µM; 200,000 tested, 0.41% active; in the data active means activation above about 19%;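 further: 0% = DMSO and 100% = reference agonist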
# Target sequence (P37231 whole entry, looked up): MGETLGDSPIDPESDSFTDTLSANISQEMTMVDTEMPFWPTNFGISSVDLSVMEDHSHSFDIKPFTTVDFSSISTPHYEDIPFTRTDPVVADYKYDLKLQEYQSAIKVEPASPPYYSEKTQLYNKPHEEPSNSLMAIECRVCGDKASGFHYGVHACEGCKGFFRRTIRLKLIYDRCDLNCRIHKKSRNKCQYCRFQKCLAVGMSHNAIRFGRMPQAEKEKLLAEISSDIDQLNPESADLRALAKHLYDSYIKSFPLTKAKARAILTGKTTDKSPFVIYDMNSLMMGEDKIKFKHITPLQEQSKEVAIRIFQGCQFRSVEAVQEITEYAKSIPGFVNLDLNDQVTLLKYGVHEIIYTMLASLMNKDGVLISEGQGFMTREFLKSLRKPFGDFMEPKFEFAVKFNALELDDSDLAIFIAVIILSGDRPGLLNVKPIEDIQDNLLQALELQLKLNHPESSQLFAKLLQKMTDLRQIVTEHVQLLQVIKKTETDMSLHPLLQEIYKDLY
# PPARg SRC-2 ag – agonists of PPARg-SRC-2 recruitment, primary screen, biochemical, HTS | 200,000 tested, 0.34% active | Peroxisome proliferator-activated receptor gamma (Homo sapiens), P37231 | PPARgamma LBD-SRC-2 recruitment | activation, % at 8 µM; in the data active means activation above about 22%;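 further: 0% = vehicle and 100% = reference agonist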
# PPARg SRC-3 ag – PPARgamma agonists recruiting SRC-3 coactivator, primary screen, biochemical | biochemical PPARgamma/SRC-3 coactivator recruitment assay | activation, % at 8 µM | 200,000 tested, 0.26% active | Peroxisome proliferator-activated receptor gamma (Homo sapiens), P37231; in the data active means activation above about 23%;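 further: 0% = DMSO and 100% = reference agonist; some compounds past the cut are filed as inactive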
# SRC2 TRFRET art – TR-FRET signal artefacts, primary screen, artefact control for PPARgamma SRC-2 agonist project, biochemical; 200,000 tested, 0.4% active; TR-FRET artefact counter-screen; hits give high values; TR-FRET ratio at 8 µM; in the data active means TR-FRET ratio above about 2000; further: inactives centre near 1500
# Numbers without * were called inactive.
SMILES,TNAP inh no acc,bIAP activator,HMGR II inh,TNAP inh hi DEA,TNAP act hi DEA,bIAP inh,PPARg SRC1 recr,PPARg SRC-2 ag,PPARg SRC-3 ag,SRC2 TRFRET art
CCN(c1ccccc1)S(=O)(=O)c1cc(C(=O)Nc2ccc(F)c(F)c2)ccc1F,-14,0.9,2,-3,1,14,-3,0,2,1487
CCn1nnc(-c2ccccc2NC(=O)c2cccc(-n3cnnn3)c2)n1,-10,1.1,1,-2,1,-8,4,-3,2,1421
CCC1CCc2c(sc(NC(=O)C3c4ccccc4Oc4ccccc43)c2C(N)=O)C1 (stereo not drawn),-12,0.9,2,2,1,13,0,2,-2,1629
CC(=O)O/N=C/c1c(Cl)n(C)c2ccccc12,-13,0.9,0,-6,1.1,13,-6,1,-2,1547
CN1CCN(c2ccccc2NC(=O)c2cccc([N+](=O)[O-])c2)CC1,2,1.1,-4,-1,1,-14,-1,5,5,1714
CCC(CC)C(=O)Nc1cccc(C(=O)N2CCCCCC2)c1,-6,1.1,-3,1,1,-7,6,3,7,1572
Cc1cc(C(=O)CSc2nnnn2-c2ccccc2)c(C)n1CC1CCCO1 (stereo not drawn),-6,1,-5,0,1,2,4,0,-3,1231
C=CCn1c(SCC(=O)Nc2cc(C)ccc2C)nnc1-c1cnccn1,-8,1,-8,-3,1,-4,3,-3,-11,1665
NC(=O)c1ccc(NCC2COc3ccccc3O2)c([N+](=O)[O-])c1 (stereo not drawn),5,1,-5,10,0.9,1,7,-3,6,1615
COc1ccccc1COCC(O)CN(Cc1ccco1)Cc1ccccc1O (stereo not drawn),-15,0.8,-5,3,1,21,5,4,10,1741
CCOC(=O)C(C(=O)OCC)N(C#N)c1nc(C)cc(C)n1,-3,0.9,-5,1,1,5,1,-9,-4,1568
C=C(C)CN(CC)C(=O)CC1C(=O)NCCN1Cc1c(F)cccc1Cl (stereo not drawn),-2,1.1,0,-1,1,-13,17,0,3,1665
CN(CC(=O)NCCc1ccc(S(N)(=O)=O)cc1)c1ccccc1,-13,1,-9,-6,1.1,-1,10,6,10,1628
COc1cc(/C=N/OCC(=O)NC2CCCCC2)ccc1OCc1ccccc1,-16,1.1,-2,-4,1,-8,0,1,-3,1476
CC(C/C=N/NC(=O)COc1cc(Cl)ccc1Cl)c1ccccc1 (stereo not drawn),-15,0.7,5,-7,1.1,29,9,6,6,1570
COC(=O)c1sc(NC(=O)c2cc3c(s2)CCCC3)nc1C,-15,0.9,3,-2,1,7,11,-3,22,1534
COc1ccc(S(=O)(=O)N2c3ccccc3OCC2C(C)(C)C)cc1 (stereo not drawn),0,0.8,2,-2,1,17,-1,3,-5,1566
CCN(CC(=O)Nc1ccccc1OC)C(=O)C1CC2C=CC1C2 (stereo not drawn),-10,0.9,-4,-3,1,8,-2,0,-4,1413
Cc1ccc(CSc2nnc3c(n2)OC2(Nc4ccccc4-3)C(=O)Nc3ccc(F)cc32)cc1 (stereo not drawn),5,1,-12,-3,1,-3,-4,4,-8,1618
CCOC(=O)CSc1nc(C)cc(=O)[nH]1,-11,1,-2,-4,1,0,-3,-7,-5,1441
Cc1c(F)cccc1NS(=O)(=O)c1ccccc1C#N,-9,0.9,2,-2,1,9,-2,1,-1,1574
COc1ccc(C(=O)NC(=S)Nc2ccccc2N2CCOCC2)cc1[N+](=O)[O-],4,1,2,0,1,2,5,-4,4,1513
Cc1ccc(CN2CC(C(=O)O)CC2=O)cc1 (stereo not drawn),-18,0.9,2,-5,1,14,-5,5,-7,1644
O=C(Nc1cccc(-c2cn3cccnc3n2)c1)Nc1ccccc1F,-6,0.9,-3,-4,1,5,7,3,-1,1466
CC(C)=CC(=O)Nc1ccc(Br)cc1,-13,0.9,2,-4,1,12,-6,-2,-9,1555
FC(F)(F)c1ccc(N2CCN(c3cc(-c4ccccc4)nc4ncnn34)CC2)nc1,12,0.9,-1,-5,1.1,13,-3,2,6,1586
CCOc1ccccc1N/C(=N/c1nc(C)cc(C)n1)NC(=O)Nc1ccc(Cl)c(Cl)c1,8,0.9,-3,-3,1,8,-4,7,4,1618
Cc1ccc(S(=O)(=O)N2CCN(CC(=O)NC(=O)NCc3ccccc3)CC2)cc1C,-4,1,-1,-1,1,-1,1,9,5,1905
CCN(CC)CCCN1C(=O)C(O)=C(C(=O)c2ccco2)C1c1ccc(OC(C)C)cc1 (stereo not drawn),-4,1,-2,-5,1.1,-5,-4,-10,-8,1557
COc1ccc(CC(=O)OCC(=O)Nc2cccc(Cl)c2)cc1,7,1,0,-1,1,1,8,6,0,1620
CC(C)CCNCC1OCc2ccccc2CO1,3,1.2,-5,-2,1,-24,3,-3,-3,1630
Cn1c(=O)[nH]c(=O)c2c1nc(NCCCO)n2Cc1ccc(F)cc1,-6,1,-9,-8,1.1,4,4,4,8,1691
COc1cccc(C(=O)COC(=O)C(C)N2C(=O)C3C4C=CC(C4)C3C2=O)c1 (stereo not drawn),-2,1,2,-3,1,-4,1,12,2,1493
CC(=O)COC(=O)c1cccc(N2C(=O)C3C4C=CC(C4)C3C2=O)c1 (stereo not drawn),-2,0.9,5,-1,1,7,4,1,5,1555
CCOC(=O)c1cccc(NS(=O)(=O)c2cnc[nH]2)c1,-3,0.9,-4,3,1,9,-2,-2,-2,1457
O=[N+]([O-])c1ccc(Cl)c(S(=O)(=O)NCC2CCCO2)c1 (stereo not drawn),-7,0.9,-3,5,1,10,6,13,3,1757
COc1ccc(CN2C(=O)c3ccccc3C2C(=O)NCCc2ccccc2)c(OC)c1 (stereo not drawn),-35,1.3,1,-5,1.1,-30,7,5,0,1574
Cc1ccc(N2C(=O)CC(Nc3ccccc3)C2=O)cc1 (stereo not drawn),-11,0.9,-4,-6,1.1,11,-2,5,8,1360
CC1(C)NC(=O)N(CCCCSc2ccc(Cl)cc2)C1=O,5,1,-3,-7,1.1,2,-1,-1,2,1490
COCCNC(=S)N/N=C(\C)c1cc2ccccc2o1,-9,1,-4,0,1,-4,8,1,9,1562
Cc1cccc(C(=O)NCc2nnc(SCc3ccc(F)cc3)n2C)c1,-11,1,1,-7,1.1,-2,-1,-10,-4,1690
O=C(COC(=O)C1COc2ccccc2O1)Nc1ccc2c(c1)CCC2 (stereo not drawn),-14,0.9,-4,-7,1.1,8,-3,4,-2,1390
CCC(OC(=O)c1nsc(Cl)c1Cl)C(=O)NC(C)(C)C (stereo not drawn),-13,0.9,2,-3,1,7,5,-1,2,1540
Cc1noc(C)c1S(=O)(=O)N1CCCC(C(=O)NCC2CCCO2)C1 (stereo not drawn),-2,0.9,-3,6,0.9,5,7,7,-5,1478
C[C@@H]1NC(=O)c2cc([N+](=O)[O-])cc(I)c2OCC[C@@H](C(N)=O)NC(=O)[C@H](CCCCN)NC1=O,-6,0.9,-9,-1,1,7,-2,7,-1,1485
CC(C)(C)c1ccc(C(=O)CSc2nc3ccccc3c(=O)[nH]2)cc1,0,1,-4,-4,1,5,-6,1,-1,1494
CC(C)(C)CC(C)(C)NC(=S)NC1CCN(Cc2ccccc2)CC1,-8,1,-1,-4,1,-2,0,-2,-4,1395
COc1ccc(OC)c(NC(=O)CSc2nc3ccccc3c(=O)n2CCNC(C)=O)c1,-7,0.9,-8,-4,1,9,0,2,-2,1437
CC(C)(C)NCc1ccccc1OCc1cccs1,-12,0.9,-7,-5,1.1,8,-3,5,0,1489
Cc1ccc(CNC(=O)[C@@H]2CCC(=O)N2Cc2ccco2)cc1,-2,1.1,2,-8,1.1,-8,-7,1,-10,1396
Cc1cc(C)c(C(N)=O)c(Nc2cccc(Cl)c2)n1,-8,0.9,0,-5,1,9,0,-2,8,1646
COC(=O)c1ccc(NC(=S)NC2CC2)cc1,-9,1,-8,-3,1,-2,0,-2,1,1421
CCOC(=O)C1(CCc2ccccc2)CCN(Cc2ccc(O)cc2)CC1,-14,0.9,-1,-5,1,8,-4,2,3,1525
CCc1ccccc1NC(=S)N(CCN1CCCCCC1)Cc1ccco1,-12,0.9,-1,-4,1,6,2,-15,2,1724
CCOC(=O)Nc1ccc2c(c1)N(C(=O)CCN1CCN(C)CC1)c1ccccc1S2,-3,1.1,-1,-1,1,-10,2,1,-6,1621
COc1ccc(-n2c(C)ccc2C)c([N+](=O)[O-])c1,-4,1,-3,-1,1,4,7,2,3,1676
COc1ccccc1CNC(=O)COC(=O)c1ccc(NC(N)=O)cc1,-5,0.9,-4,-6,1.1,8,3,13,5,1610
CCn1cc(C(=O)Nc2sc(C)c(C)c2C(=O)OC)cn1,-6,0.9,2,-2,1,10,2,4,-2,1709
CC(Sc1nncn1C)C(=O)Nc1nnc(C(C)C)s1 (stereo not drawn),-12,0.9,-3,-4,1,11,6,-3,9,1573
CCc1ccccc1NS(=O)(=O)c1ccc2[nH]cc(C(=O)NCC3CCCO3)c(=O)c2c1 (stereo not drawn),-4,0.8,0,2,1,20,-1,7,2,1527
COc1ccccc1Nc1nc2ccccc2n1C,-11,1,-8,-3,1,3,5,-10,-2,1525
CC(=O)c1ccc(N/C=C\C(=O)c2ccc(C)cc2)cc1,-11,1.1,-8,-7,1.1,-14,-9,-11,-7,1407
CCOC(=O)c1[nH]c(C)c(C(=O)NCc2ccc(Cl)cc2)c1C,-11,0.9,-1,-3,1,5,4,7,5,1805
